Source: PubChem
HCMV inh – blocks human cytomegalovirus replication; HFF cells, HCMV-luciferase reporter, 72 h; hits give low values; AID 1259415; activity change, negative = inhibition, % at 57.5 µM; 4.5% of 410,000 active; in the data active means activity change below about -60%; inconclusive means no clear call, values can overlap the other calls; inactive means above about -39%
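Luciferase read-out from HCMV-luciferase-infected HFFs (MOI 1 PFU/cell) 72 h post infection at 37C; compounds added after 16 h cell attachment; activity normalized between buffer-only basal and Salinomycin (10uM) inhibitor controls.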
AmpC inh no detg – AmpC beta-lactamase inhibition without detergent. 0.52% of 330,000 active. P00811. Potency, µM (titrated, usually from 57.1 µM), without a hit: top-dose activity change, negative = inhibition, most hits filed as inhibitors. AmpC nitrocefin hydrolysis, absorbance 480 nm, 0.0001% Triton;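 further: potency means the concentration at half of the fitted maximal effect; plate controls were no compound for no effect and no enzyme for full effect; nearly all actives have a fitted effect of over 20% in size; some results filed as inactive show a strong effect at the top dose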
Target sequence (P00811 whole entry, looked up): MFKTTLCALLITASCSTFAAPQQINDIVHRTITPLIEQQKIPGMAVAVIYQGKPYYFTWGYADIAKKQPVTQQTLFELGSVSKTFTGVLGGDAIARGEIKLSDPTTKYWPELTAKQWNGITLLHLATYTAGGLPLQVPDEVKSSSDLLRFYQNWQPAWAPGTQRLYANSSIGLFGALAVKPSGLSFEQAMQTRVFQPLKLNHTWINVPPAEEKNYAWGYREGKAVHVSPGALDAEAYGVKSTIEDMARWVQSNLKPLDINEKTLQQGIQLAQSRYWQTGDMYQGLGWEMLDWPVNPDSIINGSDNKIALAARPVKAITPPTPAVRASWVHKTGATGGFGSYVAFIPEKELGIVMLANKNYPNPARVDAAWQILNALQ
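AmpC (5.3 nM in the dispensed reagent) in 20 mM phosphate pH 7.0 with 0.01% (detergent screen) or 0.0001% Triton X-100 was preincubated with compounds for 15 min at room temperature. Nitrocefin was then added from an 800 uM solution, and hydrolysis was followed at 480 nm.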
LmPK inhibitor – inhibitors of Leishmania mexicana pyruvate kinase | Q27686 | purified LmPK, Kinase-Glo ATP luminescence, 1 h | Potency, µM (top dose mostly 57.5 µM), for inactives: top-dose activity change, negative = inhibition, hits mostly inhibitors | 0.37% of 290,000 active | AID 1721; further: potency means the concentration at half of the fitted maximal effect
Target sequence (Q27686 whole entry, looked up): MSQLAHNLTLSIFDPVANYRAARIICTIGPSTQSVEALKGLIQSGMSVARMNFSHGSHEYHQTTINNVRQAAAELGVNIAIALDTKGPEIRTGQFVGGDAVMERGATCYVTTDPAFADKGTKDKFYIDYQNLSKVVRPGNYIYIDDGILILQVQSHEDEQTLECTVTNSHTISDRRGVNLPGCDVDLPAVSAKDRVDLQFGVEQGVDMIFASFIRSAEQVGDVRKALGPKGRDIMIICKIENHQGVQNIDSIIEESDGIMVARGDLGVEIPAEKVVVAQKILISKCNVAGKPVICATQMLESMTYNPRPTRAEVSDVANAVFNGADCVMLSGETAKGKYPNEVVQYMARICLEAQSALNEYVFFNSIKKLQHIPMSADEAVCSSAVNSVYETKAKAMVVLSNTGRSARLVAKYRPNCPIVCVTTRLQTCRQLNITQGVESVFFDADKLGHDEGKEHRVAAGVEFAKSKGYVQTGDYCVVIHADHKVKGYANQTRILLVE
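Screened at intermediate enzyme activity to detect both inhibitors and activators: LmPK at 0.1 nM, with a 0.5 nM enzyme column as activation reference. PEP 0.5 mM, ADP 0.1 mM; ATP detected by luminescence after 1 h.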
AMA1-RON2 inh – inhibitors of Plasmodium falciparum AMA1-RON2 interaction. AlphaScreen AMA1-biotinylated RON2 peptide binding. Potency, µM (highest dose often 58.2 µM), without a hit: top-dose activity change, negative = inhibition, hits mostly inhibitors. 0.2% of 360,000 active. AID 720542;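 further: potency means the concentration at half of the fitted maximal effect; 0% = vehicle wells and -100% = peptide control; nearly all actives have a fitted effect of over 45% in size; some results filed as inactive show a strong effect at the top dose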
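AMA1 (3D7) with his tag at 25 nM final met compounds first, then biotinylated RON2 peptide at 25 nM; detection used donor plus acceptor beads, 10 µg/mL apiece, read by AlphaScreen after 30 min at room temperature.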
HCV inh – HCV inhibition | Huh7.5.1 HCVcc-Cre infection, luciferase reporter, 44 h | Potency, µM (series often up to 41.8 µM), inactives show top-dose activity change, negative = inhibition, hits mostly inhibitors | 3.4% of 340,000 active | AID 651820; further: potency means the concentration at half of the fitted maximal effect
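Cells (1,000/well) were plated 4 h before compound, then infected with HCVcc-Cre virus (~0.5 moi). After 44 h further culture, infection was read as luciferase luminescence following a 15 min substrate incubation at room temperature.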
AmpC detergent – blocks E. coli AmpC beta-lactamase in detergent assay; AID 485294; 0.041% of 370,000 active; AmpC hydrolysis of nitrocefin, absorbance 480 nm, 0.01% Triton; Potency, µM (series often up to 114 µM), for the others: at the top dose activity change, negative = inhibition, most hits filed as inhibitors;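 further: potency means the concentration at half of the fitted maximal effect; 0% = no-compound wells and -100% = no-enzyme wells; nearly all actives have a fitted effect of over 25% in size; some results filed as inactive show a strong effect at the top dose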
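20 mM phosphate pH 7.0 + 0.01% (detergent screen) or 0.0001% Triton X-100; 5.3 nM AmpC reagent; cpd preinc 15 min RT; nitrocefin (800 uM stock) to start; A480 q20 s × 4 min; Activity was normalised to no-enzyme and no-compound control wells.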
Tb PYK inh – inhibitors of Trypanosoma brucei pyruvate kinase; Q57TT1; TbPYK enzyme, Kinase-Glo Plus ATP luminescence, 45 min; 0.12% of 410,000 active; Potency, µM (series often up to 76.8 µM), for inactives: at the highest dose activity, negative = inhibition, hits mostly inhibitors; further: potency means the concentration at half of the fitted maximal effect; nearly all actives have a fitted effect of over 50% in size
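Readout: single end-point luminescence (Kinase-Glo Plus, 10 min). Reaction conditions were TbPYK/substrate plus 130 uM ADP, 45 min at RT, pH 7.2 TEA buffer. No-enzyme wells served as controls, and data were normalized before concentration-response fitting.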
Active calls of the source: *; ? = inconclusive; . = not tested or not shown; & = joins results of further samples; [ ] = remark or other dose. Unless noted, the call rests on the fitted dose curve; in most records, active means well fitted curve in the direction sought with a large enough effect; inconclusive means small, poorly fitted or top-dose-only effect, or another doubt; inactive means no such curve, though single readings can be large; an effect the other way counts as inactive or inconclusive. Unless noted, on the % scale 0 is the no-effect control and ±100 the full control effect. Not a hit list; 7.5% or so of the library scored in one or more.

Key to letters – A = HCMV inh; B = AmpC inh no detg; C = LmPK inhibitor; D = AMA1-RON2 inh; E = HCV inh; F = AmpC detergent; G = Tb PYK inh
> COc1cccc(NC(=O)c2cc([N+](=O)[O-])ccc2NCc2cccnc2)c1
  A: 0; B: -36%; C: 6%; D: 0%; E: ?; F: -11%; G: -7%
> O=C(NS(=O)(=O)c1ccccc1)c1ccccc1O
  A: -3; B: -13%; C: -3%; D: -9%; E: -11%; F: -5%; G: 0%
> COc1cc(/C=C/C(=O)NCc2cccnc2)cc(OC)c1OC
  A: 38; B: -21%; C: -5%; D: -11%; E: ?; F: -3%; G: -5%
> NCCCCCc1nnc(SCC(=O)c2ccc(Cl)cc2)o1
  A: 30; B: 34%; C: 2%; D: -6%; E: -17%; F: -2%; G: 1%
> Cc1cc([N+](=O)[O-])nn1CC(=O)NCCCn1ccnc1
  A: -5; B: -16%; C: 0%; D: 16%; E: 18%; F: 4%; G: -4%
> COc1cc(C(=O)Nc2ccc3c(c2)OCCO3)ccc1OC(C)C
  A: 108; B: 6%; C: -7%; D: 3%; E: 13µM*; F: -10%; G: -1%
> O=C(COc1cc2oc(=O)cc(-c3ccccc3)c2cc1Cl)NCC1CCC(C(=O)O)CC1 (stereo not drawn)
  A: -9; B: -27%; C: -5%; D: -7%; E: 8%; F: -1%; G: -1%
> Cc1cc(NS(=O)(=O)c2ccc(NC(=O)c3cnc(Cl)c(Cl)c3)cc2)nc(C)n1
  A: 63; B: -16%; C: .; D: 3%; E: 4%; F: ?; G: 0%
> CCOC(=O)C1=C(COC(=O)c2ccc([N+](=O)[O-])o2)NC(=O)NC1C (stereo not drawn)
  A: -30; B: -17%; C: .; D: 5%; E: 2%; F: 2%; G: -4%
> CCCCNC(=O)Nc1c(C(=O)OCC)[nH]c2ccccc12
  A: 53; B: -7%; C: 1%; D: 1%; E: 24%; F: -6%; G: 2%

The closing four records of the part before lead into the next.
Key to letters – A = HCMV inh; B = AmpC inh no detg; C = LmPK inhibitor; D = AMA1-RON2 inh; E = HCV inh; F = AmpC detergent; G = Tb PYK inh
> O=C(COc1cc2oc(=O)cc(-c3ccccc3)c2cc1Cl)NCC1CCC(C(=O)O)CC1 (stereo not drawn)
  A: -9; B: -27%; C: -5%; D: -7%; E: 8%; F: -1%; G: -1%
> Cc1cc(NS(=O)(=O)c2ccc(NC(=O)c3cnc(Cl)c(Cl)c3)cc2)nc(C)n1
  A: 63; B: -16%; C: .; D: 3%; E: 4%; F: ?; G: 0%
> CCOC(=O)C1=C(COC(=O)c2ccc([N+](=O)[O-])o2)NC(=O)NC1C (stereo not drawn)
  A: -30; B: -17%; C: .; D: 5%; E: 2%; F: 2%; G: -4%
> CCCCNC(=O)Nc1c(C(=O)OCC)[nH]c2ccccc12
  A: 53; B: -7%; C: 1%; D: 1%; E: 24%; F: -6%; G: 2%
> CCOC(=O)N1CCC(NC(=O)c2cc(S(=O)(=O)N(CC)CC)ccc2F)CC1
  A: 19; B: 6%; C: 5%; D: 2%; E: 7%; F: ?; G: 2%
> CSc1ncccc1C(=O)OCC(=O)N(CC(C)C)C1CCS(=O)(=O)C1 (stereo not drawn)
  A: 36; B: 5%; C: 0%; D: -2%; E: 14%; F: -12%; G: -19%
> Cn1cc(CCC(=O)NCc2ccc(Cl)cc2)c2ccccc21
  A: -24&-19; B: 10%; C: 0%; D: -12%; E: -4%; F: -4%&-2%; G: 1%&4%
> Cc1c(C)n(CCc2ccccc2)c2ncnc(NCCCO)c12
  A: 99; B: 49%; C: 7%; D: -24%; E: -15%; F: -12%; G: 1%
> O=C1/C(=C/c2ccc(O)cc2)SC(=S)N1CC1CCCO1 (stereo not drawn)
  A: ?; B: -43%; C: 0%; D: -13%; E: -5%; F: 2%; G: -10%
> O=C(Nc1ccc2nc(-c3ccco3)c(-c3ccco3)nc2c1)NC1CC1
  A: .; B: -35%; C: -5%; D: ?; E: ?; F: -7%; G: ?
> O=C(CCCN1C(=O)C2C3C=CC(C3)C2C1=O)N1CCN(c2ccccc2)CC1 (stereo not drawn)
  A: -12; B: 47%[activator]; C: -1%; D: 0%; E: 22%; F: -11%; G: -2%
> COc1ccc(CC(=O)NC(c2ccccc2)c2ccc(C)cc2)c(OC)c1 (stereo not drawn)
  A: 2; B: -3%; C: -2%; D: -8%; E: -23%; F: 2%; G: -2%
> COc1ccc(NC(=O)CSc2nc3c(c(=O)[nH]2)CCC3)cc1
  A: -4; B: .; C: .; D: .; E: .; F: 32%[activator]; G: -2%
> Cc1c(-c2ccc(Cl)cc2)c(=O)oc2c(CN3CCN(C)CC3)c(O)ccc12
  A: -28; B: .; C: .; D: .; E: .; F: 16%; G: -9%

Key to letters – A = HCMV inh; B = AmpC inh no detg; C = LmPK inhibitor; D = AMA1-RON2 inh; E = HCV inh; F = AmpC detergent; G = Tb PYK inh
> O=C(NCc1cccnc1)C(=O)NCC1OCCCN1S(=O)(=O)c1ccc(F)cc1 (stereo not drawn)
  A: 4; B: 9%; C: -8%; D: 2%; E: .; F: -7%; G: -14%
> CC(=O)Nc1ccc(NC(=O)Nc2ccc3c(c2)N(C)C(=O)CS3)cc1
  A: 0; B: -48%; C: 1%; D: 3%; E: -15%; F: 2%; G: 6%
> CCc1cc2c(=O)c(-c3nc4ccccc4n3C)c(C)oc2c(CN2CCOCC2)c1O
  A: -29; B: 4%; C: -2%; D: -1%; E: -15%; F: -6%; G: -6%
> Cn1c(NCCO)nc2c1c(=O)n(Cc1cccc(Cl)c1)c(=O)n2C
  A: 13; B: -2%; C: 0%; D: -16%; E: 9%; F: 0%; G: -1%
> c1cncc(CNc2ncnc3sccc23)c1
  A: -13; B: -27%; C: -2%; D: 1%; E: -28%; F: 5%; G: -7%
> O=C(Nn1cnnc1)c1cc([N+](=O)[O-])cc([N+](=O)[O-])c1
  A: -11; B: -4%; C: 1%; D: -1%; E: 31%[activator]; F: ?; G: -5%
> O=C(CCC1N=C2c3ccccc3N=C(SCc3ccccc3Cl)N2C1=O)N1CCN(c2ccccc2)CC1 (stereo not drawn)
  A: -7; B: .; C: .; D: .; E: .; F: 3%; G: 1%
> CCc1nc(-c2cc(S(=O)(=O)N3CCN(c4ccc(F)cc4)CC3)ccc2OC)no1
  A: 3; B: .; C: .; D: .; E: .; F: 11%; G: 10%
> CCCNC(=O)c1ccc2snnc2c1
  A: -19; B: -21%; C: 0%; D: 1%; E: 11%; F: -5%; G: -4%
> Cc1cc(C)c2c(CN3CCCC3)cc(=O)oc2c1
  A: -8; B: .; C: .; D: 26%; E: .; F: .; G: -9%

Key to letters – A = HCMV inh; B = AmpC inh no detg; C = LmPK inhibitor; D = AMA1-RON2 inh; E = HCV inh; F = AmpC detergent; G = Tb PYK inh
> CCN(C(=S)NC(=O)c1ccco1)c1cccc2ccccc12
  A: 0; B: -23%; C: .; D: 0%; E: -4%; F: .; G: -6%
> O=C(Cc1ccc(F)cc1)NC1CCCC1
  A: -31; B: -5%; C: -5%; D: 0%; E: 2%; F: -10%; G: 2%
> CCn1cc(C(=O)NCc2ccc3c(c2)OCO3)c(=O)c2cc(F)c(N3CCN(C(=O)c4ccco4)CC3)cc21
  A: -73*; B: 250%[activator]; C: 6%; D: -1%; E: ?; F: 3%; G: -3%
> Cc1cc(C)c(NC(=O)COC(=O)c2ccc([N+](=O)[O-])s2)c(C)c1
  A: -11; B: -15%; C: -3%; D: 10%; E: 17%; F: 8%; G: 3%
> Cc1ccccc1N1CCN(CCCOc2ccc3c(C)cc(=O)oc3c2)CC1
  A: -35; B: 101%[activator]; C: -1%; D: -6%; E: ?; F: 2%; G: .
> N/C(=N\OC(=O)COc1ccc(Br)cc1Cl)c1cccnc1
  A: 78; B: -49%; C: -2%; D: 1%; E: -12%; F: -12%; G: -7%
> Cc1ccc(C(=O)OCC(=O)Nc2cc(Cl)ccc2C#N)o1
  A: 4; B: .; C: .; D: -7%; E: .; F: .; G: 8%
> COc1ccc(OC)c(Nc2cc(C)nc3nc(C)nn23)c1
  A: 34; B: ?; C: -7%; D: 15%; E: ?; F: ?; G: -7%
> O=C(COc1cccc(F)c1)NNC(=O)Cc1ccc(S(=O)(=O)N2CCOCC2)s1
  A: -25; B: -25%; C: .; D: 120%[activator]; E: 1%; F: 4%; G: -1%
> COc1cccc(NC(=O)CN2C(=O)COc3ccc(S(=O)(=O)N4CCCCCC4)cc32)c1
  A: ?; B: -18%; C: -5%; D: 6%; E: -7%; F: 3%&-1%; G: 7%&-3%

Record cards, from the list above:
`Cc1cc(C)c(NC(=O)COC(=O)c2ccc([N+](=O)[O-])s2)c(C)c1` in the list: HCMV inh: -11; AmpC inh no detg: -15%; LmPK inhibitor: -3%; AMA1-RON2 inh: 10%; HCV inh: 17%; AmpC detergent: 8%; Tb PYK inh: 3%
`COc1cccc(NC(=O)CN2C(=O)COc3ccc(S(=O)(=O)N4CCCCCC4)cc32)c1` in the list: HCMV inh: ?; AmpC inh no detg: -18%; LmPK inhibitor: -5%; AMA1-RON2 inh: 6%; HCV inh: -7%; AmpC detergent: 3%&-1%; Tb PYK inh: 7%&-3%

(continued)
Key to letters – A = HCMV inh; B = AmpC inh no detg; C = LmPK inhibitor; D = AMA1-RON2 inh; E = HCV inh; F = AmpC detergent; G = Tb PYK inh
> COC(=O)c1ccc(OCC2c3cc(OC)c(OC)cc3CCN2C(=O)c2ccccc2C)cc1 (stereo not drawn)
  A: 13; B: .; C: .; D: .; E: .; F: -3%; G: -3%
> N#CCCN(C(=O)Nc1ccccc1)C1CCCCC1
  A: 7; B: .; C: .; D: -2%; E: -10%; F: .; G: 2%
> CCOC(=O)c1c(C)[nH]c(C2=NNC(=Nc3ccccc3)SC2)c1C
  A: -26; B: -10%; C: 1%; D: 19%; E: ?; F: -7%; G: -19%
> COc1cccc(N2CCN(C(=O)c3cccc(NC(=O)C4=C(C)OCCS4)c3)CC2)c1
  A: 72; B: .; C: .; D: -22%; E: .; F: .; G: 2%
> COc1cc2c(cc1OC)C(C1C(=O)CC(C)(C)CC1=O)N(C(=O)CCl)CC2 (stereo not drawn)
  A: -39; B: -12%; C: -2%; D: 16%; E: 4%; F: -13%; G: -1%
> Cc1cccc(OCCOCCN2CCNCC2)c1C
  A: -24; B: 32%; C: 4%; D: 10%; E: ?; F: ?; G: -15%
> OC1(c2cccs2)CN(c2ccccc2)C2=[N+]1CCCC2 (stereo not drawn)
  A: -4; B: -6%; C: 1%[11.5 µM]; D: -3%; E: 13%; F: 2%; G: -5%
